Source: PubChem
PfHsp90 set2 – reduces growth (ATP signal) of yeast expressing P. falciparum Hsp90; S. cerevisiae expressing PfHsp90, BacTiter-Glo ATP, 48 h; yeast lacking PDR1 and PDR3 efflux regulators; inhibition, % at 9.4 µM; 310,000 tested, 0.32% active;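 active = every replicate shows inhibition above about 80%, whatever the replicate mean, limit read from the data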;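 also: 0% = DMSO neutral controls and 100% = 20 µM radicicol positive controls; yeast relying on Plasmodium falciparum Hsp90 in place of its own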
Tat export inh – E. coli Tat transport inhibition. AID 488895. 340,000 tested, 0.036% active. E. coli MC4100 TorA-mCherry Tat export, fluorescence. inhibition, % at 10 µM;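 active = mean replicate inhibition at least 50% and at least half of replicates individually reaching 50%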;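 also: exported cargo escapes ClpAP degradation while cytoplasmic cargo is degraded and loses fluorescence; 0% = median of neutral control wells and 100% = median of NaSCN control wells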
MOR-DOR inv ag – inverse agonist of human OPRM1-OPRD1 heterodimerization; cell-based MOR-DOR heterodimer luminescence, inverse agonism; inhibition, % at 9.3 µM; 340,000 tested, 0.21% active; in the data active = inhibition above about 22%, passing the limit was not always enough;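 also: 0% = cells with DMSO and 100% = wells without cells with DMSO; values of inactives mirror those of a sister screen read the other way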
Target sequence (P35372 whole entry, looked up): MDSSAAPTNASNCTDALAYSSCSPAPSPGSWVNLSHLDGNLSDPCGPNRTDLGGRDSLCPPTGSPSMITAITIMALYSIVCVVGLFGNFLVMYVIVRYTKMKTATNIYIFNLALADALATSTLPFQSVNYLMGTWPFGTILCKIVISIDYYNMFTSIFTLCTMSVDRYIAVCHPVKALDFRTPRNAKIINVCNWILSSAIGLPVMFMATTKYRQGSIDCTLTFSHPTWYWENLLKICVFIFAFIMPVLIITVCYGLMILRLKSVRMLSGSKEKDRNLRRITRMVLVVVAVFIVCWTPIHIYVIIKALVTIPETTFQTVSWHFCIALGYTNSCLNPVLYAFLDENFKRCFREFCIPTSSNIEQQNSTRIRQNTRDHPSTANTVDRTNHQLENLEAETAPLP
Target sequence (P41143 whole entry, looked up): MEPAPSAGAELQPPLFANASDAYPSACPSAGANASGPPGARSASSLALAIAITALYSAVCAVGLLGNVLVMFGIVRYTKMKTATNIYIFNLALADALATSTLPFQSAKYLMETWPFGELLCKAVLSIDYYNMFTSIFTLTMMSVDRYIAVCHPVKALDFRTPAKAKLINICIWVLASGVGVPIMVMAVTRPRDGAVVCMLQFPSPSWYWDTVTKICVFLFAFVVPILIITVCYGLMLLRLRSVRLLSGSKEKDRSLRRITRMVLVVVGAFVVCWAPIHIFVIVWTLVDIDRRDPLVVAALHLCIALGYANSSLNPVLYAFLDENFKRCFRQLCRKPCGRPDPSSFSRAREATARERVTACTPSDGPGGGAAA
OPRM1-OPRD1 ag – OPRM1-OPRD1 heterodimerization agonism | P35372+P41143 | cells, luminescence | activation, % at 9.3 µM | 340,000 tested, 0.3% active | AID 504326; in the data active = activation above about 18%;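 also: 0% = vehicle-treated cells and 100% = reference agonist; values of inactives mirror those of a sister screen read the other way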
Arr AP2 block – human beta-arrestin and AP2 interaction inhibition; inhibition, % at 10 µM; FITC-arrestin peptide / GST-AP2 beads, flow cytometry; AP2 beta2 appendage carries R879A mutation; AID 504490; 340,000 tested, 0.31% active;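 active = inhibition above a set limit, near 3 SD of compounds lacking own fluorescence, cut at about 54% in these data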;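 also: plate controls were DMSO wells for no effect and 5 µM unlabelled arrestin peptide for full effect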
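system = GST-tagged AP2 beta2-adaptin appendage (R879A) on 4 µm glutathione beads | reagent = FITC-labelled arrestin peptide probe, 50 nM final | schedule = compound with beads 12 min RT, then probe 1 h RT | signal = HyperCyt-sampled flow cytometry, FL1 channel, ex 488/em 535 nm | read-out = percent response from loss of bead-bound FITC fluorescence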
phage Ecoli inh – E. coli growth loss with phage present | growth absorbance | inhibition, % at 11.9 µM | 360,000 tested, 0.26% active | AID 651602; in the data active = inhibition above about 11%
PKA-R1A act – activates the PKA-R1A holoenzyme complex | P00514+P68181 | activation, % at 11.4 µM | 340,000 tested, 0.083% active | PKA-R1A dissociation, Cy5-IP20 fluorescence polarization; scaled: DMSO 0%, 113 µM cGMP 100%;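 active = percent activation above the mean of all tested compounds plus 3 SD, cut at about 19% in these data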;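 also: higher means more PKAc released from R1A so a rise in polarization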
Ecoli viability – bacterial growth inhibition, counter-screen for AddAB inhibitors. E. coli V3065 growth, OD600 absorbance, 18 h. AID 449728. 330,000 tested, 0.27% active. inhibition, % at 11.9 µM;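 active = inhibition above the campaign's mean inhibition across all tested compounds plus 3 SD, cut at about 9.9% in these data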;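 also: uninfected addAB+ strain grown without phage in ampicillin broth; 0% = DMSO wells and 100% = ciprofloxacin 0.95 µg/ml wells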
Mot1-301 SUMO – SUMOylation pathway inhibition by Mot1-301 growth rescue | S. cerevisiae Mot1-301 growth rescue, ATP luminescence, 38.5C; percent above DMSO median, 100 means doubled | growth rescue, % at 18.8 µM | 320,000 tested, 1% active | AID 2716;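 active = every valid replicate shows activation above 250% relative to neutral control wells; inactive = the rest, any valid replicate at or below 250%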;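 also: OY570 slx delta 5 strain wells were the positive control but not used for scaling; some compounds called inactive have numbers as strong as hits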
AddAB inh – less growth of phage-infected E. coli with AddAB; E. coli expressing H. pylori AddAB, absorbance growth; inhibition, % at 11.9 µM; 330,000 tested, 0.29% active; in the data active = inhibition above about 12%;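 also: 0% = vehicle wells of infected cells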
DSG3 Ab inh – blocks pemphigus antibody binding to human desmoglein-3. P32926. DSG3-coupled beads, scFv-anti-DSG3-GFP binding, flow cytometry; hits give low values. binding (percent of control), % at 10 µM. 310,000 tested, 0.48% active;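 active = binding more than 3 SD below its plate's average and above zero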;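 also: hits lower antibody fragment binding to DSG3; some compounds called inactive have numbers as strong as hits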
Starred values were filed as active, the others as inactive; / = no result given. Not all compounds are listed; rates above refer to the full screens.

entry	SMILES	PfHsp90 set2	Tat export inh	MOR-DOR inv ag	OPRM1-OPRD1 ag	Arr AP2 block	phage Ecoli inh	PKA-R1A act	Ecoli viability	Mot1-301 SUMO	AddAB inh	DSG3 Ab inh
1	Clc1ccc(N2CC2c2ccncc2)cc1 (stereo unspecified)	32	-3	14	-3.2	-2	4.7	-14	0.7	67	2.3	110
2	O=[N+]([O-])c1ccc2c(c1)C(c1ccccc1)=NCCN2	-11	-2	6	-1.3	3	1.3	0	0.2	7	3.0	103
3	CCCN(CCC)C1Cc2cc(OC)c(OC)cc2C1	-5	-9	4	-0.7	-10	4.5	-6	99*	-4	98*	101
4	N#CC(c1ccccc1)N1CCOCC1 (stereo unspecified)	-8	-5	18	-3.4	33	1.6	-1	-1.2	-3	-0.9	100
5	O=c1c2ccccc2nc(SCC2CCCCO2)n1-c1ccccc1 (stereo unspecified)	-43	6	-49	9.0	2	1.2	13	-1.6	87	0.4	110
6	CCN1CCN(C(=O)COc2cc(=O)n(CC)c3ccccc23)CC1	12	-2	13	-2.5	20	2.3	-7	-1.1	/	0.3	/
7	COc1ccc(-n2c(/C=C/c3ccc4c(c3)OCO4)nc3ccccc3c2=O)cc1	-13	-1	1	-0.2	7	2.4	-12	-1.7	30	0.4	/
8	COc1ccc(C2SCC(=O)Nc3c2c(C)nn3-c2ccccc2)cc1 (stereo unspecified)	-47	3	6	-1.5	5	3.7	-3	0.2	29	3.3	/
9	COC(=O)C1=C(c2ccccc2OCc2ccccc2)C[C@@H]2CC[C@H]1N2C(=O)NCc1ccc(C(F)(F)F)cc1	-28	-3	18	-3.1	-2	1.4	-3	-2.0	71	0.9	103
10	O=C(c1cc(F)ccc1F)C1CCCN(CCCc2ccccc2)C1 (stereo unspecified)	0	6	-8	1.3	-2	4.9	10	-1.9	11	-1.2	91
11	O=C1NC(=O)N(c2ccc3c(c2)OCO3)C(=O)/C1=C/c1ccsc1	-13	-6	2	-0.4	11	1.1	-10	-0.8	/	-0.3	98
12	O=C(Cc1ccccc1)N1CCN(Cc2ccccn2)CC1	20	-5	5	-0.9	-12	2.1	0	1.2	159	0.2	76
13	O=C(c1ccc(-c2ccccc2)c(F)c1)C1CCCN(CCO)C1 (stereo unspecified)	16	-8	-24	4.2	-5	2.6	1	-0.5	6	3.0	102
14	c1ccc(CC2CCCCN2)cc1 (stereo unspecified)	6	6	15	-2.6	33	1.5	0	1.1	2	-0.3	112
15	CCCNC(=O)N1[C@H]2CC[C@@H]1C(C(=O)OC)=C(c1ccccc1)C2	29	-6	8	-1.4	0	4.6	-4	0.9	-2	3.4	104
16	CC1=CC(=C2C(=O)NC(=O)NC2=O)C=C(C(F)(F)F)N1C(C)C	-18	-4	6	-1.2	4	2.3	2	-2.5	-3	1.8	98
17	Cc1ccc(-c2nc3ccccc3c(=O)n2-c2cccc(C)n2)cc1	23	4	/	/	1	2.5	/	-0.2	192	1.7	102
18	COC(=O)N(c1ccccc1)P1(=S)OCCO1	1	-10	6	-1.0	-4	0.9	-3	-0.3	18	2.4	/
19	CCCCCCC(=O)c1c(O)n(-c2ccc(OC)cc2)c(=O)[nH]c1=O (tested in a mixture with another compound)	2	-3	-5	0.9	-3	2.9	-3	-1.2	-9	-2.8	120
20	CCCCCCn1c(O)c(C=Nc2c(C)n(C)n(-c3ccccc3)c2=O)c(=O)[nH]c1=O	-9	-4	-3	0.6	13	2.7	-10	-0.3	-5	2.7	110

Another view of 11 compounds above:
Screens in order – PfHsp90 set2, Tat export inh, MOR-DOR inv ag, OPRM1-OPRD1 ag, Arr AP2 block, phage Ecoli inh, PKA-R1A act, Ecoli viability, Mot1-301 SUMO, AddAB inh, DSG3 Ab inh
10. O=C(c1cc(F)ccc1F)C1CCCN(CCCc2ccccc2)C1 (stereo unspecified)
 : 0, 6, -8, 1.3, -2, 4.9, 10, -1.9, 11, -1.2, 91
11. O=C1NC(=O)N(c2ccc3c(c2)OCO3)C(=O)/C1=C/c1ccsc1
 : -13, -6, 2, -0.4, 11, 1.1, -10, -0.8, /, -0.3, 98
12. O=C(Cc1ccccc1)N1CCN(Cc2ccccn2)CC1
 : 20, -5, 5, -0.9, -12, 2.1, 0, 1.2, 159, 0.2, 76
13. O=C(c1ccc(-c2ccccc2)c(F)c1)C1CCCN(CCO)C1 (stereo unspecified)
 : 16, -8, -24, 4.2, -5, 2.6, 1, -0.5, 6, 3.0, 102
14. c1ccc(CC2CCCCN2)cc1 (stereo unspecified)
 : 6, 6, 15, -2.6, 33, 1.5, 0, 1.1, 2, -0.3, 112
15. CCCNC(=O)N1[C@H]2CC[C@@H]1C(C(=O)OC)=C(c1ccccc1)C2
 : 29, -6, 8, -1.4, 0, 4.6, -4, 0.9, -2, 3.4, 104
16. CC1=CC(=C2C(=O)NC(=O)NC2=O)C=C(C(F)(F)F)N1C(C)C
 : -18, -4, 6, -1.2, 4, 2.3, 2, -2.5, -3, 1.8, 98
17. Cc1ccc(-c2nc3ccccc3c(=O)n2-c2cccc(C)n2)cc1
 : 23, 4, /, /, 1, 2.5, /, -0.2, 192, 1.7, 102
18. COC(=O)N(c1ccccc1)P1(=S)OCCO1
 : 1, -10, 6, -1.0, -4, 0.9, -3, -0.3, 18, 2.4, /
19. CCCCCCC(=O)c1c(O)n(-c2ccc(OC)cc2)c(=O)[nH]c1=O (tested in a mixture with another compound)
 : 2, -3, -5, 0.9, -3, 2.9, -3, -1.2, -9, -2.8, 120
20. CCCCCCn1c(O)c(C=Nc2c(C)n(C)n(-c3ccccc3)c2=O)c(=O)[nH]c1=O
 : -9, -4, -3, 0.6, 13, 2.7, -10, -0.3, -5, 2.7, 110

Next compounds.
entry	SMILES	PfHsp90 set2	Tat export inh	MOR-DOR inv ag	OPRM1-OPRD1 ag	Arr AP2 block	phage Ecoli inh	PKA-R1A act	Ecoli viability	Mot1-301 SUMO	AddAB inh	DSG3 Ab inh
21	CCC(=NCCc1ccccc1)c1c(O)n(C2CCCCC2)c(=O)[nH]c1=O	-27	-2	-19	4.4	-8	1.6	-4	0.1	-4	1.2	99
22	CN1CCCC(C(O)(c2ccccc2)c2ccccc2)C1 (stereo unspecified)	-2	0	9	-1.9	8	-1.1	-10	-0.1	-19	-0.6	/
23	CS(=O)(=O)N1CCN(C(=N)N[N+](=O)[O-])CC1	-14	-7	15	-2.6	10	3.4	7	1.7	3	0.8	89
24	CCOC(=O)c1c(C)n(CC(O)CN2CCOCC2)c2cc(Br)c(OC)cc12 (stereo unspecified)	-13	2	3	-0.7	-13	1.1	4	-0.2	-3	1.7	97
25	Cc1ccc(N2C(=O)NC(=O)/C(=C\c3ccc(N4CCOCC4)cc3)C2=O)cc1	30	-4	4	-0.8	21	0.8	-6	0.3	257	3.8	/
26	CC(C)c1ccc(-n2c(O)c(/C=N/NC(=O)c3ccccc3O)c(=O)[nH]c2=S)cc1	-2	-4	7	-1.2	-11	2.0	-8	2.5	11	3.8	87
27	CCN1CCN(c2nc([N+](=O)[O-])nn2C)CC1	49	-9	4	-0.9	12	1.5	12	1.7	3	1.0	107
28	CC1=Nc2cc(C(=O)N3CCC4(CC3)OCCO4)ccc2Sc2ccc(Cl)cc21	5	1	11	-2.2	-11	3.5	-10	-1.1	-1	3.2	111
29	Cc1nc(CCl)cc(=O)[nH]1	-20	-8	10	-1.9	-3	3.6	-2	-2.5	1	1.7	107
30	O=C(C1CC(=O)N(c2ccc(F)c(Cl)c2)C1)N1CCC2(CC1)OCCO2 (stereo unspecified)	-4	-2	12	-2.1	-11	1.7	11	-0.2	6	4.0	99
31	O=c1[nH]c(=O)n(CCc2ccccc2)c(O)c1/C=N/N1CCOCC1	11	-5	10	-1.9	-8	-0.5	-11	2.3	285	-1.9	/
32	Cc1ccsc1C(=O)C1CCCN(Cc2cnn(C(C)C)c2)C1 (stereo unspecified)	14	-2	-17	3.3	-3	-2.7	-3	-1.6	-9	3.5	102
33	CCC(=NCC1CCCO1)c1c(O)n(Cc2ccccc2)c(=O)[nH]c1=O (stereo unspecified)	-18	1	14	-2.9	9	1.6	-6	2.7	3	3.6	91
34	O=C1NC(=O)N(Cc2ccco2)C(=O)/C1=C/c1ccc(-c2cccc([N+](=O)[O-])c2)o1	-7	-3	-26	3.7	10	/	0	0.3	-23	0.2	73
35	O=[N+]([O-])c1cccc(CN2CCN(Cc3ccc(Cl)cc3)CC2)c1	18	-13	-9	1.8	5	0.9	-3	-0.1	257	1.6	106
36	COc1ccc(Cl)cc1C(=O)C1CCCN(CCO)C1 (stereo unspecified)	-11	-3	6	-1.0	1	4.9	5	3.5	6	2.8	102
37	CC12CCC(O)CC1CCC1C2CCC2(C)C(C3=CC(=O)OC3)C(O)CC12O (stereo unspecified)	-13	0	-304	69*	35	0.6	-8	/	/	/	94
38	COc1cccc(O)c1CN1CCCC(C(=O)c2sccc2C)C1 (stereo unspecified)	12	-4	-7	1.4	9	2.0	-1	1.9	-2	-1.0	110
39	O=c1[nH]c(=S)[nH]c(O)c1N=Nc1ccc2c(c1)OCO2	36	2	17	-3.5	23	1.4	7	1.0	-3	0.9	108
40	COc1ccc(/C=C/C(=O)c2c(O)n(CCC3=CCCCC3)c(=O)[nH]c2=O)cc1OC	29	-3	18	-3.5	-5	1.1	-6	-1.2	241	-1.2	99
41	COc1ccc(OC)c(C(c2c(O)c3ccccc3oc2=O)c2c(C)n(C)n(-c3ccccc3)c2=O)c1 (stereo unspecified)	-96	1	19	-3.7	-7	2.9	-9	-0.3	-29	0.8	88
42	COc1c(C=C2C(=O)NC(=O)NC2=O)c(CCN(C)C(=O)c2ccccc2)cc2c1OCO2	-20	1	10	-1.9	2	2.0	-8	-0.5	-2	2.4	/
43	CN1CCN(c2ccc([N+](=O)[O-])c(NCC3CCCO3)c2)CC1 (stereo unspecified)	-44	-5	15	-2.5	9	1.7	0	-0.5	-24	2.6	104
44	O=C1NC(=S)NC(=O)C1=Cc1cccn1-c1ccc(O)cc1	-36	0	18	-3.8	30	3.6	21*	/	/	/	66*
45	CCC(=O)N1CC(=O)Nc2ccc(F)cc2C1c1ccccc1 (stereo unspecified)	15	3	14	-2.6	0	1.9	3	0.0	122	3.4	99
46	O=c1[nH]c(O)c(C=Nc2cccc(F)c2)c(=O)[nH]1	2	11	11	-2.2	-2	3.1	-6	0.1	-18	0.8	101
47	COc1cc(-n2c(=S)[nH]c3ccc(C)cc3c2=O)c(Cl)cc1Cl	-5	7	/	/	-8	2.3	/	/	/	/	104
48	O=C(c1cccs1)N1C2CCC1CC(O)(c1cccnc1)C2 (stereo unspecified)	3	-1	2	-0.4	11	1.2	-11	1.0	4	1.7	104
